# NCF1 inh – p47phox (human) inhibition; P14598; p47phox/p22phox peptide binding, fluorescence polarization, 2 h; inhibition, % at 24.7 µM; hit rate 0.53% among 220,000; AID 1274;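 active means inhibition above about 30%, limit read from the data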;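 further: 0% = p47phox with labelled peptide and 100% = labelled peptide alone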
# Target sequence (P14598 whole entry, looked up): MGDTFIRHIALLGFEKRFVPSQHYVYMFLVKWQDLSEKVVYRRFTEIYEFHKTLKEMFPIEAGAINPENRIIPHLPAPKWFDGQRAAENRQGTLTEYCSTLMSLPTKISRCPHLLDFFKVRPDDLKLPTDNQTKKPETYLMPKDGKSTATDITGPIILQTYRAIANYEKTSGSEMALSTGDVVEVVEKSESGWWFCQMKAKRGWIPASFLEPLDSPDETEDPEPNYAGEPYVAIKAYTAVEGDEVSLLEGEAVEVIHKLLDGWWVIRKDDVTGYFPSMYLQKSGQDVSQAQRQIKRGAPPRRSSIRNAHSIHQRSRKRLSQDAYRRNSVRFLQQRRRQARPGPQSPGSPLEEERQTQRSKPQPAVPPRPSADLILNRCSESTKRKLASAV
# TbHK1 inh – T. brucei hexokinase 1 inhibition; hit rate 0.11% among 220,000; inhibition, % at 10 µM; recombinant TbHK1, G6PDH-coupled NADH A340;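 active means inhibition of 50% or more in the single-dose primary screen; inactive means inhibition below 50%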
# Mdm2 ligase inh – inhibitors of human Mdm2 E3 ubiquitin ligase; signal enhancement, % at 5 µM; cell-based MDM2 ubiquitination luciferase reporter, 2 h; 0 = plate control, 100 = twice control, blank-subtracted; hit rate 0.11% among 210,000;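 active means signal enhancement of 30% or more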;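 further: luminescence tracks abundance of the self-degrading MDM2-luciferase fusion protein; higher signal means inhibition of MDM2 E3 ligase activity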
#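 Timing – 2 h compound exposure at 37 °C · Assay system – mammalian cells stably expressing self-ubiquitinating, self-degrading MDM2 E3–luciferase fusion · Amount – 2000 cells seeded into each well · Measure – % luminescence enhancement versus blank-corrected plate control mean · Measured by – SteadyLite luminescence, 15 min reagent step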
# L929 necroptosis – blocks zVAD induced death of L929 cells; viability rescue, % at 10 µM; hit rate 0.38% among 220,000; L929 zVAD necroptosis rescue, ATP luminescence, 24 h; with zVAD 60 µM;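 active means activation, scaled between plate controls, above about 75%, limit read from the data; inactive means activation under that limit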;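 further: 0% = zVAD with DMSO and 100% = DMSO alone without zVAD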
# EBV gp42 block – inhibitors of Epstein-Barr virus glycoprotein 42 | Q1HVG2 | Fluorescence polarization binding assay, mP read-out | inhibition, % (tested at 21.74 µM) | hit rate 0.42% among 220,000 | AID 1085; in the data active means inhibition above about 50%
# 14-3-3 Bad PPI – disrupts binding of bovine 14-3-3 zeta to phospho-Bad peptide; P63103; TR-FRET 14-3-3zeta/Dy647-pBad peptide displacement, 1 h; inhibition, % at 21.7 µM; hit rate 0.71% among 220,000; AID 781;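 active means inhibition above about 70%, limit read from the data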;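 further: 0% = full 14-3-3 plus peptide FRET controls and 100% = background without 14-3-3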
# Runt-SMMHC FRET – Runt domain-CBFb-SMMHC interaction inhibition. Cerulean-Runt/Venus-CBFb-SMMHC FRET ratio 530/480, 1 h. inhibition, % at 20 µM. hit rate 0.74% among 220,000;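 active means mean inhibition across duplicate retests at 20 µM reaching about 50%, limit read from the data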;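 further: 0% = DMSO wells and 100% = wells with excess untagged CBFb-SMMHC; inhibitors lower the FRET ratio by blocking Runt binding to CBFb-SMMHC; some results filed as inactive read as strong as hits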
# Target sequence (Q01196 whole entry, looked up, the tested form may be a part): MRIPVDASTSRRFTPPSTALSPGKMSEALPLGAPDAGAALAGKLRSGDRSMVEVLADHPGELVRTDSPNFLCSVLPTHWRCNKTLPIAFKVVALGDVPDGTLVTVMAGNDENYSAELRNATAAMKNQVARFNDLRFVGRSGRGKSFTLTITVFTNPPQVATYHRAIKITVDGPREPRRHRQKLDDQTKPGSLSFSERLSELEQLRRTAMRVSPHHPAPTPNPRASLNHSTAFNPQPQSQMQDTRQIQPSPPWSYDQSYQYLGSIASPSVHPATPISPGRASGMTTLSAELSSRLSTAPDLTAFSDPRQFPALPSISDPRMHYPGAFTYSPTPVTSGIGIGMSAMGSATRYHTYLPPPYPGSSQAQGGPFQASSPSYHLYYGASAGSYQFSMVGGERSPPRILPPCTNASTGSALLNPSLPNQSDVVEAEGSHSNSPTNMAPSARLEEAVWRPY
# Target sequence (Q13951 whole entry, looked up, the tested form may be a part): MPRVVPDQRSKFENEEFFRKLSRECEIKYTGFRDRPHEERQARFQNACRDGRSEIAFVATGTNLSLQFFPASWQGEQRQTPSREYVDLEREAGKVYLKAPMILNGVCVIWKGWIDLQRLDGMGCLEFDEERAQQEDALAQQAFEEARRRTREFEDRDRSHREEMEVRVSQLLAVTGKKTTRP
# Runt-CBFb FRET – blocks binding of human RUNX1 Runt domain to CBFb; Q01196+Q13951; Cerulean-Runt/Venus-CBFb FRET ratio 530/480, 1 h; inhibition, % at 20 µM; hit rate 0.46% among 220,000;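 active means inhibition over about 50% at 20 µM in the single-dose screen, limit read from the data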;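 further: 0% = DMSO wells and 100% = excess unlabeled CBFb competitor control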
#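 Measured by: fluorescence energy transfer, 422 nm excitation, 530/480 nm emission; test system: Cerulean-tagged RUNX1 Runt domain (FRET donor) fusion protein; buffer or medium: Tris pH 7.5 buffer with BSA; compound: one dose, 20 µM compound, 1% DMSO; times: two 1 h room-temperature incubations shielded from light; benchmarks: unlabeled CBFb 5 µM, positive control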
# Hck Nef HTS – inhibitors of human Hck kinase activated by Nef | P08631 | Recombinant Hck-YEEI plus Nef, Z-Lyte FRET kinase assay | inhibition, % at 20 µM | hit rate 0.68% among 220,000 | AID 463187;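 active means Hck-Nef kinase inhibition above about 50%, limit read from the data; inactive means inhibition below that limit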;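 further: 0% = DMSO with Hck plus Nef and 100% = Hck alone without Nef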
# An asterisk follows results filed as active; . = no result given; [ ] = remark or other dose.
SMILES,NCF1 inh,TbHK1 inh,Mdm2 ligase inh,L929 necroptosis,EBV gp42 block,14-3-3 Bad PPI,Runt-SMMHC FRET,Runt-CBFb FRET,Hck Nef HTS
CO/N=C/c1cccn1-c1nccc(N(C)C)c1C#N,1.9,-14.7,1.7,0.1,3.5,0.7,-4.6,-0.5,-1.7
Cc1nn(C(C)C(=O)NCc2ccco2)c(C)c1[N+](=O)[O-] (stereo not given),-2.0,-1.7,-12.9,7.3,5.9,-8.4,-0.9,-0.5,13.3
COc1ccc(OC)c(NC(=O)CCN2CCCCC2)c1,-4.7,0.2,-28.7,0.3,-12.7,0.3,-9.9,1.5,5.6
COc1cccc(NC(=O)COC(=O)c2ccc(S(=O)(=O)NCc3ccco3)cc2)c1,-29.7,-4.5,.,0.0,-0.3,-11.0[fluorescence artefact?],4.0,2.8,-1.9
CCN(CC)S(=O)(=O)c1ccc(C)c(NC(=O)/C=C/c2cccs2)c1,-8.6,-13.9,7.8,3.3,0.5,-11.2,3.4,-0.5,3.3
O=S(=O)(c1ccccc1)N(CC1CO1)c1cccc2ccccc12 (stereo not given),-2.5,9.1,-87.2,0.0,7.4,0.5,0.6,-0.3,21.8
CN(C)C(=O)CSc1nc(-c2ccccc2)c(-c2ccccc2)o1,-12.9,-1.5,4.3,-0.5,-7.5,-10.1,1.5,-5.9,-14.8
COc1ccc(CCNS(=O)(=O)c2ccc(Cl)s2)cc1OC,-5.8,-1.1,-10.4,0.0,-10.9,5.0,-2.7,1.7,-0.6
O=C1c2ccccc2S(=O)(=O)N1CC(O)COc1ccc(Cl)cc1 (stereo not given),-3.7,-1.9,-1.1,2.5,-17.7,-2.4,1.4,-0.8,-15.0
O=C(NCCCN1CCc2ccccc2C1)C1CCN(c2nnc(-n3cccc3)s2)CC1,-6.8,-1.3,-7.7,0.5,5.5,34.3[fluorescence artefact?],3.1,0.7,2.3
COc1ccc(CCNC(=O)c2nnc(Cc3ccc(Cl)cc3)o2)cc1OC,-5.3,-5.1,-11.9,2.2,-1.0,0.6,-0.9,-0.1,1.0
CCc1nn(C(C)C(=O)Nc2cccc(C)c2C)c(=O)c2cc3occc3n12 (stereo not given),-1.4,3.2,-16.6,1.1,7.6,-6.7,-0.6,-0.2,-1.1
O=C1c2cc(S(=O)(=O)NCCO)ccc2-c2ccc(S(=O)(=O)NCCO)cc21,-3.0,-2.4,-18.8,1.9,-0.3,-12.6,-3.1,-3.4,20.0
CCC(=O)Nc1cccc(NC(=O)c2ccc(C)cc2Cl)c1,-0.9,6.8,-12.8,2.0,-0.8,31.4,-7.8,3.0,16.6
COc1ccc(CSc2nnc(C)s2)cc1F,-5.2,0.9,-7.3,17.8,-13.6,2.5,0.6,-0.2,-54.6
CC1CCN(CCC(=O)N/N=C/c2ccc([N+](=O)[O-])cc2)CC1,-1.2,-34.0,-3.8,1.1,-7.6,-7.2,0.6,-0.8,-2.9
O=C(CSc1nnc(-c2ccccc2)n1Cc1ccccc1)N1CCCC1,-3.6,42.1,-28.6,0.5,0.2,-2.3,-0.3,-0.8,-0.6
O=C(c1cc(-c2ccncc2)nc2ccc(Br)cc12)N1CCN(c2ccccn2)CC1,-6.5,-18.9,-18.1,-1.0,-11.2,3.2,2.5,-8.0,-1.9
Cc1csc(NC(=O)CSc2nnc(-c3ccncc3)n2C)n1,41.4*,1.4,-19.0,-0.1,-12.9,6.2,-6.4,-1.0,2.0
COC(=O)COc1ccc(S(=O)(=O)Nc2ccc(C(N)=O)cc2)cc1,-13.3,7.5,-26.0,-0.2,-15.2,-5.3,-0.2,-0.2,5.7

# 3 of the compounds above, with two lines to a compound:
# Order of results: NCF1 inh, TbHK1 inh, Mdm2 ligase inh, L929 necroptosis, EBV gp42 block, 14-3-3 Bad PPI, Runt-SMMHC FRET, Runt-CBFb FRET, Hck Nef HTS
COc1ccc(CSc2nnc(C)s2)cc1F
    -5.2, 0.9, -7.3, 17.8, -13.6, 2.5, 0.6, -0.2, -54.6
CC1CCN(CCC(=O)N/N=C/c2ccc([N+](=O)[O-])cc2)CC1
    -1.2, -34.0, -3.8, 1.1, -7.6, -7.2, 0.6, -0.8, -2.9
O=C(CSc1nnc(-c2ccccc2)n1Cc1ccccc1)N1CCCC1
    -3.6, 42.1, -28.6, 0.5, 0.2, -2.3, -0.3, -0.8, -0.6

# Additional structures follow.
SMILES,NCF1 inh,TbHK1 inh,Mdm2 ligase inh,L929 necroptosis,EBV gp42 block,14-3-3 Bad PPI,Runt-SMMHC FRET,Runt-CBFb FRET,Hck Nef HTS
COc1ccccc1N1CCN(C(=O)c2ccc(S(=O)(=O)N3CCCCCC3)cc2)CC1,2.6,-4.6,1.4,-1.0,-21.1,-9.4,-4.1,-3.0,-12.1
Cc1ccc(S(=O)(=O)Cn2nnnc2C(C(C)C)N2CCN(Cc3ccco3)CC2)cc1 (stereo not given),-6.5,-6.7,-23.6,-0.3,11.9,5.8,-0.4,-2.1,-1.7
CC(C)Cc1nnc(NC(=O)CCC(=O)N2CCN(c3ccccn3)CC2)s1,6.1,-2.2,-8.1,1.9,1.9,-4.8,-3.7,2.0,-2.1
Cc1ccc(OCCNC(=O)C2CCCCC2)cc1,-4.0,3.0,-1.1,1.4,-10.8,1.9,-1.0,-1.6,13.5
Cc1ccccc1NC(=O)c1cccc(N2C(=O)C3C4CCC(C4)C3C2=O)c1 (stereo not given),-2.8,-2.8,-20.2,0.1,-10.5,-1.6,-4.0,0.5,1.0
O=C(Nc1cccc(-c2ccc3nncn3n2)c1)c1ccco1,-8.4,-9.6,-11.1,4.5,-9.3,-6.7,1.4,1.3,27.4
CCOc1ccccc1C1C(C#N)=C(N)Nc2onc(-c3ccccc3)c21 (stereo not given),-23.8,-2.4,.,-0.2,-12.3,-1.6[fluorescence artefact?],-14.0,-2.0,2.4
CC1CCCC(C)N1/N=C/c1ccccc1C(=O)O (stereo not given),-6.3,-11.3,8.1,2.9,-11.4,-13.6,-2.5,-0.1,-0.4
CSc1ccc(CN(C)CC(=O)Nc2cccc(Br)c2)cc1,-14.6,-2.0,-5.6,0.2,-7.7,3.5,2.1,-1.7,2.8
CCn1cc(C(=O)OCC(=O)N2C(C)CCCC2C)c(=O)c2ccc(C)nc21 (stereo not given),-3.3,-10.6,-8.1,1.2,-5.8,18.4,-5.8,0.6,-2.0
CN1CCN(c2ccc(CNS(=O)(=O)c3ccsc3)cc2)CC1,-3.4,-1.6,-10.0,0.6,-10.4,4.7,-6.4,1.7,-2.1
Cc1c(N(CC(=O)O)S(=O)(=O)c2ccccc2)c(=O)n(-c2ccccc2)n1C,-6.9,-3.9,-6.1,-0.1,-25.7,2.3,-4.6,1.1,11.8
O=C(Nn1c(C2CCCCC2)nc2ccccc2c1=O)c1ccc([N+](=O)[O-])cc1,-10.9,-5.4,-19.8,-0.2,5.2,3.1[fluorescence artefact?],0.2,0.5,0.1
O=C(C1CCN(Cc2ccc(OCc3ccccc3)cc2)CC1)N1CCCC1,4.7,-2.4,2.8,-1.5,-14.7,17.5[fluorescence artefact?],13.6,-3.3,-6.0
COc1ccc(-c2nc3c(-c4ccc(F)cc4)cnn3cc2C)cc1F,-6.7,-9.9,-6.8,0.0,-0.6,0.7,-13.6,-4.6,-9.4
CCN(CC)S(=O)(=O)c1ccc(Cl)c(C(=O)NC2CCCC2)c1,-3.8,1.1,1.5,1.9,-22.3,16.2,2.0,-0.6,-0.8
COC(=O)c1ccc(N(C(=O)c2ccco2)C(C(=O)NC2CCCC2)c2ccco2)cc1 (stereo not given),-1.8,-4.7,-14.1,-0.5,-5.8,7.1[fluorescence artefact?],-3.5,-4.4,6.3
COc1ccccc1NC(=O)Cn1cnc2c(cnn2-c2ccc(C)c(C)c2)c1=O,-3.8,-3.3,-2.7,0.3,-11.6,3.7[fluorescence artefact?],3.1,1.5,-0.6
CCSc1nc2ccccc2n1CC(=O)N1CCCCC1,-2.9,3.5,-16.9,-0.4,-17.8,-7.1[fluorescence artefact?],-1.2,0.6,1.3
Fc1cccc(NC(=S)N2CCCCC2)c1,-1.9,-4.3,2.2,-0.2,1.7,2.4,-2.7,-0.1,-0.5
O=C(NNC(=S)Nc1ccccc1)c1cccs1,-16.4,-13.9,6.5,.,-7.3,2.5,1.6,1.7,8.1
Cc1cccc(NS(=O)(=O)c2ccc(C3CCCCC3)cc2)c1,-6.5,6.4,-12.2,0.1,10.5,10.7,1.9,-1.9,0.6
COc1ccc(C2=Nn3c(nnc3-c3cc(C)[nH]n3)SC2)cc1,-5.9,-23.9,-0.6,0.8,-7.1,-1.8,-1.3,-0.5,23.4
O=CNCC(=O)NC1CCCCCC1,-2.2,1.7,-30.8,0.2,-11.0,3.1,4.3,-2.0,-2.0
CC1=C(Sc2ccccn2)C(=O)NC(C)(C)C1,-1.4,4.9,-6.6,0.4,-21.1,-11.7[fluorescence artefact?],-3.4,0.0,1.2
CC1CCCCC1NC(=O)/C(C#N)=C/c1ccc(F)c(F)c1 (stereo not given),-10.9,-9.6,21.2,-0.2,-2.0,-0.3,0.4,0.0,4.5
CC(=C/c1ccc(C(C)C)cc1)/C=N/NC(=O)Cn1nc(C)cc1C,-12.8,-11.4,-10.8,2.9,-5.0,-7.4,-4.3,-6.2,26.4
CC12C=CC3(O1)C(C(=O)N(c1ccccc1)C3C(=O)NC1CCCC1)C2C(N)=O (stereo not given),6.2,6.6,4.5,0.9,-10.7,-0.7[fluorescence artefact?],0.0,-0.9,2.3
O=C(O)C(C/C(=N/O)c1ccc(Br)cc1)P(=O)(c1ccccc1)c1ccccc1 (stereo not given),-6.1,-15.3,1.3,1.5,7.7,-3.1,-0.9,1.1,9.9
Cc1ccc(N(C(=O)c2nsc(Cl)c2Cl)C(C(=O)NC2CCCC2)c2ccc(O)cc2)cc1C (stereo not given),-12.0,22.5,-0.9,-0.1,-1.1,9.5,0.4,0.1,0.4
CCn1c(SCCOc2ccc(OC)cc2)nnc1C(CO)NC(=O)c1ccc(OC)cc1 (stereo not given),-9.7,-5.1,-11.6,-0.1,2.1,2.5,0.5,-1.0,10.0
Cc1nc2ccccc2n2c(O)c(CC(=O)O)cc12,34.9*,-0.6,-10.2,1.8,129.1*,-2.3[fluorescence artefact?],-7.8,-1.3,-11.1
O=S(=O)(c1ccc(Cl)cc1)N1CCC(N2CCOCC2)CC1,-1.7,-4.1,-5.6,-0.9,-8.1,80.4*,-4.1,2.3,0.2
CN(Cc1nc(-c2cccs2)no1)CC(O)c1ccccc1 (stereo not given),-2.2,-1.3,-7.5,-0.6,-12.7,-13.9,-3.7,1.3,11.4
O=C1c2ccccc2C(=O)N1CCCCn1c(=O)oc2ccccc21,-2.8,1.4,-4.2,0.0,-13.0,-17.4[fluorescence artefact?],-3.9,-0.8,2.2
COc1cccc(CC(C(=O)Nc2cc(C)ccc2C)c2nn[nH]n2)c1OC (stereo not given),-0.3,0.3,-1.1,0.1,-11.6,44.7,-3.2,0.6,1.5
COC(=O)CCN(C1CCCCC1)S(=O)(=O)c1ccc(S(=O)(=O)N2CCCCC2)cc1,-5.4,4.1,-19.4,0.0,-7.3,-2.2,2.1,-1.9,-3.0
Cc1noc(C)c1NC(=O)N1CCN(Cc2ccccc2)CC1,-10.1,-10.1,-84.8,0.7,-14.7,-2.9,-2.8,0.1,0.8
